# Dengue-2 NS5 capping: flavivirus cap methylation enzyme inhibition – biochemical, confirmation dose response, primary screen (AID 588689); Dengue-2 NS5 methyltransferase capping enzyme assay, biochemical; higher % means a stronger effect; inhibition, % at 25 µM, or IC50 in µM where a hit was titrated; actives 0.3% (n = 340,000); in the data active = a potency from the dose series; inconclusive = inhibition above about 29% without an active follow-up result
# WT yeast gro inh: growth inhibition of WT yeast, mitochondrial fusion screen; mitochondrial fusion phenotypic screen, WT strain; inhibition, % at 10 µM; actives 2.1% (n = 190,000); AID 1362; in the data active = inhibition above about 58%; tested in S. cerevisiae
# RSV CPE inhibition: RSV antiviral activity via CPE protection, HEp-2 cells, primary 10 µM value included (AID 2391) | HEp-2 cells, RSV-induced CPE inhibition; higher % means a stronger effect | one-dose CPE inhibition, % at 10 µM; IC50 in µM for titrated hits | actives 0.13% (n = 310,000); in the data active = a potency from the dose series; inconclusive = CPE inhibition mostly from about 23% at the one dose, without a potency; inactive = the rest, 99 in 100 with CPE inhibition below about 21%; also: strong numbers were not always called active
# West Nile antiviral: inhibition of WNV-induced cytopathic effect – cell-based, CPE readout (AID 1621) | actives 0.02% (n = 290,000) | CPE inhibition, % at 10 µM, or IC50 in µM where a hit was titrated | West Nile virus-infected cells, CPE inhibition; higher % means a stronger effect; in the data active = a potency from the dose series; inconclusive = CPE inhibition mostly from about 3.7% at the one dose, without a potency; inactive = the rest, 99 in 100 with CPE inhibition below about 2.2%; also: strong numbers were not always called active
# XIAP antagonists: small molecules displacing peptide from XIAP – biochemical, IAP family, fluorescence polarization (AID 1018); XIAP BIR domain, fluorescence polarization peptide displacement; higher % means a stronger effect; displacement, % at 20 µM, or IC50 in µM where a hit was titrated; actives 0.007% (n = 200,000); in the data active = displacement above about 50%; also: a part of the inactive calls stands beside numbers as strong as those of hits
# UTI89 phage lysis: protection from phage-mediated lysis, alamar blue read-out – E. coli UTI89, K1F phage, bacterial capsule biogenesis inhibitors (AID 488966) | E. coli UTI89 K1F phage lysis, alamar blue, 2 h; higher % means a stronger effect | inhibition, % at 100 µM; hits with a dose series show IC50 in µM | actives 0.02% (n = 340,000);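 active = phage lysis inhibition, versus mean bacterial control, above a set limit; inconclusive = no clear call, values can overlap the other calls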;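 also: capsule biogenesis inhibitors block K1F phage lysis so surviving cells raise fluorescence; higher fluorescence means more inhibition of phage lysis; actives were called in the ten point dose series up to 300 µM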
# Yfh1-off respiration: enhancers of respiration in Yfh1-depleted yeast, dose response, Friedreich's ataxia, plus single-dose screen (AID 1465) | actives 0.074% (n = 220,000) | fold induction at 50 µM, or EC50 in µM where a hit was titrated | S. cerevisiae Yfh1-off respiration, WST-1 reduction, 72 h; higher fold induction means a stronger effect;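 active = fold induction of absorbance versus untreated yeast above a set limit, then at least 30% activation at any dose in follow-up; inconclusive = repeats straddling the limit, or above it without dose testing; inactive = fold induction below the set limit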;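 also: activators that raise dye reduction in frataxin-depleted yeast; strong numbers were not always called active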
# ER stress rescue: protection against thapsigargin-triggered cell killing – 384-well, CSM14.1, ATP luminescence, primary screen (AID 1222). CSM14.1 thapsigargin-induced death rescue, ATP luminescence; higher % means a stronger effect. one-dose cellular ATP content (survival), % at 20 µM; EC50 in µM for titrated hits. 190,000 tested, under 10 active;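 active = EC50 below 50 µM in the dose-response confirmation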;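 also: death triggered by thapsigargin at about 15 µM added after 2 h compound pretreatment; cell ATP read after overnight thapsigargin exposure of roughly 18 to 22 hours; normalized against plate controls of thapsigargin alone and 5% DMSO vehicle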
# SV40 large T antigen: TAg ATPase/helicase activity blockers – biochemical (AID 1903); SV40 large T antigen ATPase/helicase inhibition assay; higher % means a stronger effect; one-dose inhibition, % at 20 µM; IC50 in µM for titrated hits; actives 0.39% (n = 310,000); in the data active = a potency from the dose series; inconclusive = inhibition mostly from about 32% at the one dose, without a potency; inactive = the rest, 99 in 100 with inhibition below about 32%; also: strong numbers were not always called active
# WT yeast gro inh mutant strain: further read-out of WT yeast gro inh, marked with its call; inhibition, %; mitochondrial fusion phenotypic screen, mutant strain inhibition
# Dengue-2 NS5 capping pilot replicate: second read-out of Dengue-2 NS5 capping, no call of its own (marks repeat the call); inhibition, %; measured here: pilot screen replicate inhibition
# Active calls of the source: *; i = inactive; ? = inconclusive; · = not tested or not shown; [ ] = remark or other dose.
SMILES,Dengue-2 NS5 capping,WT yeast gro inh,WT yeast gro inh mutant strain,RSV CPE inhibition,West Nile antiviral,XIAP antagonists,UTI89 phage lysis,Yfh1-off respiration,ER stress rescue,SV40 large T antigen,others
CCOC(=O)CC(=O)Nc1c(C)cc(C)cc1C,0%,-1,-9,0.3%,-0.2%,-5.4%,8.0%,i,·,6%,
O=C(COC(=O)c1c[nH]c(=O)[nH]c1=O)Nc1ccccc1F,-4%,-12,2,1.7%,0.9%,-1.8%,0.2%,i,-0.9%,30%,
Cn1c(OCc2ccc3c(c2)OCO3)nc2c1c(=O)n(Cc1cccc(Cl)c1)c(=O)n2C,-6%,·,·,6.1%,0.0%,·,0.1%,i,·,·,
Cc1cccc(N2CCN(C(=S)Nc3ccc4nc5n(c(=O)c4c3)CCCCC5)CC2)c1C,-3%,-12,-46,2.0%,-1.1%,-7.8%,0.2%,i,-2.0%,5%,
Cc1occc1C(=O)Nc1ccc(Br)cc1F,-2%,-2,-78,1.0%,-0.4%,-5.0%,1.8%,i,-1.7%,·,
CC(Sc1ccc(Cl)cc1)C(=O)NCC(c1ccco1)N1CCCCC1 (stereo not drawn),-1%,·,·,-1.7%,·,·,1.3%[50 µM],·,·,10%,
CC(NC(=O)C12CC3CC(CC(C3)C1)C2)C(=O)N/N=C/C1=C(N2CCOCC2)C(=C\c2cccc([N+](=O)[O-])c2)/CC1 (stereo not drawn),-7%,12,4,0.6%,-0.6%,-1.2%,0.0%[50 µM],i,-4.2%,?,
O=C(O)c1ccccc1NCc1ccsc1,8%,·,·,2.6%,0.8%,·,2.7%[50 µM],·,·,0%,
COc1ccc2ccccc2c1/C=N/NC(=O)c1cc(C)[nH]n1,-5%,·,·,3.5%,0.3%,·,0.5%[50 µM],·,·,12%,
C#CCNC(=O)C1=C[C@@H](C2CC2)C[C@@H](OCCCCO)O1,2%,·,·,3.2%,-0.4%,·,0.0%,i,·,12%,
Cc1ccc(/C=N/NC(=O)CNC(=O)c2cccs2)cc1,-3%,·,·,1.1%,-0.1%,·,1.9%[50 µM],·,·,24%,
Cc1cc2[nH]c3ccccc3c2cn1,·,·,·,1.3%,-1.3%,·,1.0%,·,·,8%,
Cn1c(=O)c2cc(S(=O)(=O)N3CCC(c4ccccc4)CC3)ccc2n(C)c1=O,-1%,7,-27,6.2%,-0.7%,-11%,2.1%[50 µM],i,-1.3%,28%,
O=C(Nc1ccc2c(c1)OCCO2)c1ccc(Br)c(S(=O)(=O)N2CCOCC2)c1,-3%,20,8,·,0.1%,0.6%,-0.7%,i,-1.2%,6%,
CC(=O)N1CCN(c2nc(C)nc3sc4c(c23)CCC(C)C4)CC1 (stereo not drawn),-6%,9,3,3.4%,-1.0%,-3.2%,0.6%,i,-1.3%,16%,
Cc1cc(C)cc(NC(=O)CCN2CCCC2)c1,-10%,0,3,-0.1%,0.7%,-5.7%,0.2%,i,0.5%,·,
CC(C)CC(C(=O)O)N1C(=O)[C@@H]2[C@H](C1=O)[C@@H]1C[C@H]2C(Br)C1Br (stereo partly drawn),-3%,-11,-17,1.5%,-0.1%,-13%,1.3%[50 µM],i,-0.7%,3%,
Cc1c(Cc2ccccc2)c(=O)oc2cc(O)cc(O)c12,-6%,-37,-16,36µM*,-0.7%,-13%,-5.0%,i,3.1%,8%,
Cc1ccc(/C=N/n2c(-c3cccnc3)n[nH]c2=S)s1,4%,5,4,0.8%,-0.1%,-6.6%,3.0%,i,-3.2%,38%,
Cc1cc(CNC(=O)C2(C(F)(F)F)C/C(=C\CCO)CCCO2)nn1C (stereo not drawn),6%,·,·,1.6%,-0.2%,·,0.2%,i,·,5%,
COc1ccc2oc(C(=O)Nc3ccc(S(=O)(=O)N(C)C4CCN(C)CC4)cc3)c(C)c2c1,-3%,·,·,5.2%,-0.9%,·,2.8%[50 µM],·,·,24%,
C=CCn1sc(=N)c(C#N)c1N,1%,8,2,0.3%,-0.1%,-4.9%,2.9%,i,-1.9%,5%,
COC(=O)CCN(C1CCCCC1)S(=O)(=O)c1ccc(S(=O)(=O)NC2CCCCC2)cc1,-1%,14,-19,10%,-1.6%,-0.9%,0.1%,i,-1.9%,1%,Dengue-2 NS5 capping pilot replicate=-0.6
Cc1ccc(-c2nc3ccccc3c(=O)n2-c2c(C)n(C)n(-c3ccccc3)c2=O)cc1,2%,·,·,1.2%,0.5%,·,0.7%,i,·,8%,

# Structures above containing a halogen:
SMILES,Dengue-2 NS5 capping,WT yeast gro inh,WT yeast gro inh mutant strain,RSV CPE inhibition,West Nile antiviral,XIAP antagonists,UTI89 phage lysis,Yfh1-off respiration,ER stress rescue,SV40 large T antigen,others
O=C(COC(=O)c1c[nH]c(=O)[nH]c1=O)Nc1ccccc1F,-4%,-12,2,1.7%,0.9%,-1.8%,0.2%,i,-0.9%,30%,
Cn1c(OCc2ccc3c(c2)OCO3)nc2c1c(=O)n(Cc1cccc(Cl)c1)c(=O)n2C,-6%,·,·,6.1%,0.0%,·,0.1%,i,·,·,
Cc1occc1C(=O)Nc1ccc(Br)cc1F,-2%,-2,-78,1.0%,-0.4%,-5.0%,1.8%,i,-1.7%,·,
CC(Sc1ccc(Cl)cc1)C(=O)NCC(c1ccco1)N1CCCCC1 (stereo not drawn),-1%,·,·,-1.7%,·,·,1.3%[50 µM],·,·,10%,
O=C(Nc1ccc2c(c1)OCCO2)c1ccc(Br)c(S(=O)(=O)N2CCOCC2)c1,-3%,20,8,·,0.1%,0.6%,-0.7%,i,-1.2%,6%,
CC(C)CC(C(=O)O)N1C(=O)[C@@H]2[C@H](C1=O)[C@@H]1C[C@H]2C(Br)C1Br (stereo partly drawn),-3%,-11,-17,1.5%,-0.1%,-13%,1.3%[50 µM],i,-0.7%,3%,
Cc1cc(CNC(=O)C2(C(F)(F)F)C/C(=C\CCO)CCCO2)nn1C (stereo not drawn),6%,·,·,1.6%,-0.2%,·,0.2%,i,·,5%,

# Screening results deposited in PubChem by several laboratories.

# Rows were taken by chance; overall some 2.2% were active at least once.
